# UBC13 inh: blocks human UBC13 polyubiquitin chain formation. P61088. TR-FRET. inhibition, % at 20 µM. 330,000 compounds, 0.47% hits; in the data active = inhibition above about 45%, passing the limit was not always enough
# SENP8 block: SENP8 protease inhibition; Q96LD8; purified SENP8, Z-RLRGG-aminoluciferin cleavage, luminescence; inhibition, % at 10 µM; 330,000 compounds, 1.2% hits
# Target sequence (Q96LD8 whole entry, looked up): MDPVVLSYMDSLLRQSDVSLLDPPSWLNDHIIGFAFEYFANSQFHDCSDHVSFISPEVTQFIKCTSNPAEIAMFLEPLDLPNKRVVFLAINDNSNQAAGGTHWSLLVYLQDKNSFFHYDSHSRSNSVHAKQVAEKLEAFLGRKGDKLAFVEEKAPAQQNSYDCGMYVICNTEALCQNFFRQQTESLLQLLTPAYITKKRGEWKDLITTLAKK
# Jurkat NFkB inh: inhibitors of the PMA/ionomycin-induced NF-kB reporter in Jurkat cells. PMA/ionomycin-induced NF-kB luciferase reporter, luminescence. inhibition, % at 4 µM. 330,000 compounds, 0.53% hits. AID 435003
# Apaf-1 inh: inhibitors of human Apaf-1 apoptosome; O14727; reconstituted apoptosome caspase-3 activity, DEVD-Rh110 fluorescence; inhibition, % at 20 µM; 330,000 compounds, 0.71% hits; AID 489030; active = inhibition of at least 40% at 20 µM;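 note: plate controls were DMSO wells for no effect and DEVD-CHO caspase inhibitor wells for full effect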
#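 Material: reconstituted apoptosome with Apaf-1, cytochrome c, caspase-9, procaspase-3, dATP. Technique: Rh110 fluorescence intensity. Buffer or medium: pH 7.5 Hepes buffer with CHAPS, BSA, DTT. Times: 30 min plus 50 min, RT.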
# EBI2 antag: antagonists of human EBI2 receptor; P32249; EBI2 beta-arrestin recruitment, luminescence, 7a,25-OHC stimulated; inhibition, % at 5 µM; 360,000 compounds, 0.81% hits; in the data active = inhibition above about 38%;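 note: enzyme fragment complementation signal reports receptor beta-arrestin coupling in cells; 0% = agonist plus DMSO wells and 100% = wells without agonist; some results beyond the cut were filed as inactive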
# Target sequence (P32249 whole entry, looked up, the tested form may be a part): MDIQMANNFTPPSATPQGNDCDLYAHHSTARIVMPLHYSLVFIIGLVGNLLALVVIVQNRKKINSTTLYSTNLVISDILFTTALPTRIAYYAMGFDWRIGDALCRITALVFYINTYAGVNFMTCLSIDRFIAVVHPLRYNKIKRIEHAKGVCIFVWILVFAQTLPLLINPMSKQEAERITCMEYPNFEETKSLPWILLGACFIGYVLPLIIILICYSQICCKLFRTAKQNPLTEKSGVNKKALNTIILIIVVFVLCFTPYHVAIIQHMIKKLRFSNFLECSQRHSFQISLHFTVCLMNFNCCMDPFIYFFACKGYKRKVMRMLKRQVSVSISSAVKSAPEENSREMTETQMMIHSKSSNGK
# CCR6 antagonist: antagonists of human CCR6 receptor. P51684. CHO-K1 CCR6 PathHunter beta-arrestin, luminescence, CCL20-stimulated. inhibition, % at 20 µM. 340,000 compounds, 0.49% hits. AID 493098;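 active = compounds whose inhibition of the agonist-driven luminescence signal at 20 µM reaches about 50%, limit read from the data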;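 note: cells stimulated with CCL20 at 14 nM final; plate controls were DMSO with CCL20 for no effect and DMSO without agonist for full effect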
# Target sequence (P51684 whole entry, looked up): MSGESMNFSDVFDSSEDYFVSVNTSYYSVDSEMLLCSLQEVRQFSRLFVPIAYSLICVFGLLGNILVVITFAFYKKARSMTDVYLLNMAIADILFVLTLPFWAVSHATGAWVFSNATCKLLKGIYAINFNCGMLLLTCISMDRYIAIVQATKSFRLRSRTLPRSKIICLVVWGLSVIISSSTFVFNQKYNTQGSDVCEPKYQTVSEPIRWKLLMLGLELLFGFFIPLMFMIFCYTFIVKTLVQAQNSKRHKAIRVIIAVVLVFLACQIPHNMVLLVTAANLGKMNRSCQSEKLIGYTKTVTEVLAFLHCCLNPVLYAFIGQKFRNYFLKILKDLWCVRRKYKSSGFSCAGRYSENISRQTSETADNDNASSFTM
# 697 NFkB inh: lowers PMA/ionomycin-induced NF-kB signal in 697 B cells; 697 B-cell NF-kB luciferase reporter, 16 h; 330,000 compounds, 0.33% hits; inhibition, % at 4 µM; in the data active = inhibition above about 35%
# Gli-Sufu antag: Gli-Sufu pathway antagonism; Sufu-KO-LIGHT fibroblasts, Gli luciferase reporter luminescence; inhibition, % at 5 µM; 340,000 compounds, 0.74% hits;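 active = inhibition above about 55%, limit read from the data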;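 note: 0% = DMSO-treated cells and 100% = wells with medium but no cells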
# * marks the source's active call; other numbers are inactive results. Cut-off read from the data, not from the text of the source, unless noted: active = inhibition above about 50%; inactive = the rest. A portion of the library; the hit share may differ from the screen's.
# Start of the data: the first two compounds as a preview:
SMILES	UBC13 inh	SENP8 block	Jurkat NFkB inh	Apaf-1 inh	EBI2 antag	CCR6 antagonist	697 NFkB inh	Gli-Sufu antag
O=C(CN1C(=O)NC2(CCOc3ccccc32)C1=O)c1ccc(F)c(F)c1 (stereo unspecified)	4	-6	-4	8	5	7	21	3
CCCCn1c(N)c(N(CC(C)C)C(=O)c2ccc(OCc3c(C)noc3C)cc2)c(=O)[nH]c1=O	-2	-6	5	-12	2	-4	9	-15

# This part in full, from the first entry:
SMILES	UBC13 inh	SENP8 block	Jurkat NFkB inh	Apaf-1 inh	EBI2 antag	CCR6 antagonist	697 NFkB inh	Gli-Sufu antag
O=C(CN1C(=O)NC2(CCOc3ccccc32)C1=O)c1ccc(F)c(F)c1 (stereo unspecified)	4	-6	-4	8	5	7	21	3
CCCCn1c(N)c(N(CC(C)C)C(=O)c2ccc(OCc3c(C)noc3C)cc2)c(=O)[nH]c1=O	-2	-6	5	-12	2	-4	9	-15
CC(C)C(=O)NC(=S)Nc1ccc(S(=O)(=O)N(C)C)cc1	-3	-1	-2	-3	-9	11	10	-9
Cc1cc(NC(=O)COC(=O)c2cccc(S(=O)(=O)N(C)C3CCCCC3)c2)no1	10	4	1	-16	8	11	5	-2
COc1ccc(CCNC(=O)C2CCN(S(=O)(=O)c3ccc(SC)cc3)CC2)cc1	0	3	17	1	10	14	7	8
O=C(NCCCN1CCOCC1)C(=O)NCc1ccccc1	-11	2	-31	-2	0	1	-34	-21
COc1ccc(-c2cc(=O)oc3cc(OCC(=O)NCCCn4ccnc4)ccc23)cc1	9	-7	-1	-5	4	1	-7	-1
CCCNC(=O)CCn1cc(-c2ccc(OC)cc2)nc1-c1ccncc1	-11	-3	0	0	-13	-12	11	-10
CCc1nnc(NC(=O)c2c(-c3ccccc3)noc2C)s1	-5	-6	7	-6	-3	7	-2	-7
Nc1ccccc1C(=O)NCCCN1CCOCC1	17	1	-8	-3	-3	5	-19	17
Cc1cc(NCc2ccccc2)c2ccccc2n1	0	-5	23	-2	5	-1	-75	42
CC(=O)N1CCc2cc(S(=O)(=O)CCC(=O)NCc3cccs3)ccc21	-11	-9	-22	11	-5	-2	-25	-3

# Only Gli-Sufu antag and CCR6 antagonist, for two of the compounds above:
smiles | Gli-Sufu antag | CCR6 antagonist
CC(C)C(=O)NC(=S)Nc1ccc(S(=O)(=O)N(C)C)cc1 | -9 | 11
COc1ccc(-c2cc(=O)oc3cc(OCC(=O)NCCCn4ccnc4)ccc23)cc1 | -1 | 1

# Carrying on:
SMILES	UBC13 inh	SENP8 block	Jurkat NFkB inh	Apaf-1 inh	EBI2 antag	CCR6 antagonist	697 NFkB inh	Gli-Sufu antag
Cc1[nH]n(C)c(=O)c1N=Nc1ccc(S(C)(=O)=O)cc1	-22	-4	3	-10	3	15	13	1
CCOC(=O)C(=Cc1c[nH]c2ccc(S(=O)(=O)N(C)C)cc12)C(=O)OCC	-11	4	-12	-18	19	23	-59	-12
CCCc1ccc(OC(=O)c2ccc(O)cc2Cl)cc1	6	66*	-123	-4	9	-3	-160	-105
NC1=NC[C@H](Cc2ccc(O)cc2)N1CC1CCCCC1	14	0	4	1	-4	2	17	4
CCOC(=O)CNC(=O)CSc1nnnn1-c1ccc(C)c(C)c1	-3	-9	-11	9	11	7	-13	-9
CCN(CC)C(=O)CSc1nc2c(sc(=S)n2-c2ccccc2)c(=O)n1-c1ccc(OC)c(OC)c1	-2	-5	4	17	4	20	-4	43
Cc1cc(C)c(S(=O)(=O)N2CCOC2CNC(=O)C(=O)NCCc2c[nH]c3ccccc23)c(C)c1 (stereo unspecified)	3	-6	-4	10	7	13	0	-8
Cc1ccc(S(=O)(=O)N(C)CC(=O)OCC(=O)NC(=O)Nc2ccc3c(c2)OCCO3)cc1	16	1	-8	9	1	8	10	-4
O=C(O)c1cc2c(=O)c3ccccc3oc2nc1C(F)(F)F	3	2	7	-3	-6	2	7	12
COc1ccccc1N1C(=O)c2ccc(C(=O)Nc3ccccc3O)cc2C1=O	6	5	-5	10	-5	7	3	4
Cc1[nH]c(=O)[nH]c(=O)c1S(=O)(=O)N1CCN(c2ccccc2)CC1	-1	10	3	-10	-9	12	5	-13
COc1ccc(N2C3=C(CC4=C2CCCC4=O)C(=O)CCC3)cc1	-26	9	5	32	-16	11	-4	13
CCOC(=O)CSc1nc(C)cc(C)n1	1	-7	6	1	-1	12	-10	-8
CCCn1nc(C(=O)NCC(C)(C)N2CCOCC2)c2ccccc2c1=O	-2	9	-2	3	6	-5	-12	6
COc1ccccc1N1CCN(C(=O)c2cc(-c3ccc4c(c3)OCO4)on2)CC1	-5	1	-1	8	67*	-5	6	4
N/C(CS(=O)(=O)c1ccccn1)=N\OC(=O)c1ccc(Cl)cc1	4	-10	-3	-24	4	5	-10	33
CCCN1CCN(CCCNC(=O)Cn2nc(C)n3c(cc4cc(OC)ccc43)c2=O)CC1	6	-8	-14	-3	5	0	9	13
Cc1cccc(NC(=O)CNC(=O)COC(=O)C2CC2C)c1C (stereo unspecified)	-6	-4	-9	4	-8	7	-17	-3
CC12CCC(=O)N1C(C(=O)Nc1cc(C(F)(F)F)ccc1N1CCOCC1)CS2 (stereo unspecified)	-4	-3	5	9	-1	8	-14	0
O=C(Cn1c(-c2ccccc2)c[n+]2ccsc12)c1ccccc1	5	4	3	-12	-1	6	-24	38
Cc1cc([N+](=O)[O-])ccc1Nc1nc2ccccc2n2cnnc12	-8	16	4	9	-2	-3	7	5
Cc1ccc([C@@H]2[C@@H]3C(=O)N(C)C(=O)[C@@H]3[C@]3(Cc4ccccc4)C(=O)N(Cc4ccccc4)CC(=O)N23)o1	0	1	0	1	-8	15	13	-3
Cc1cc(C)n(CCCNC(=O)CCNS(=O)(=O)c2ccccc2C(F)(F)F)n1	-1	-2	-3	1	-2	1	-2	-6
Cc1nnc(NC(=O)C2CCCN(c3ncccn3)C2)s1 (stereo unspecified)	-2	2	12	0	-10	-11	9	0
Cn1nnnc1SCC(=O)N1c2ccccc2CCc2ccccc21	7	10	9	-7	-3	7	14	45
CCc1ccc(NC(=O)CSc2ccc(-c3ccco3)nn2)cc1	-4	-8	1	-3	-10	-9	10	-6
COc1cc(/C=N/NC(=O)c2cccc(N3CCCC3=O)c2)ccc1O	-10	3	-8	3	-7	5	-1	9
Cc1cc([N+](=O)[O-])nn1CC(=O)NCCCn1ccnc1	1	4	7	-7	-5	20	22	2
O=C(c1cccc(C(F)(F)F)c1)C1CCCN(Cc2cccn2-c2ccccn2)C1 (stereo unspecified)	6	0	4	14	13	9	-17	27
O=C(Nc1ccc(-c2nc3ccccc3[nH]2)cc1)c1ccc2c(c1)OCO2	7	-2	-46	-12	0	-28	-81	-3
COc1ccc(OC)c(C(=O)COC(=O)c2cc(C)oc2C)c1	18	-10	6	25	6	16	-1	3
Cc1ccc(-c2nnc(N3CCCCC3)c3ccccc23)cc1S(=O)(=O)N(C)C	4	1	-1	-2	7	17	-5	3
O=C(Nc1ccon1)c1cc2c(s1)CCCCCC2	-9	-6	-72	6	-1	15	-21	-57
COc1ccc(OC)c(-n2nnnc2SCC(=O)Nc2ccc(C(=O)N3CCCCC3)cc2)c1	6	5	14	-5	7	12	2	3
CCOc1ccc(S(=O)(=O)NCc2cccs2)cc1	2	3	-1	-10	2	-12	-8	6
O=C(Cc1cccs1)N/N=C\c1ccc(O)cc1	-6	11	-6	7	5	15	-15	-15
COc1ccc(CCc2nnc(CCC(=O)NCc3ccc4ncccc4c3)o2)cc1	-2	-1	4	-1	2	-2	1	8
C[C@@H]1NC(=O)c2cc([N+](=O)[O-])cc(I)c2NCCCC[C@@H](C(N)=O)NC(=O)[C@H](CCC(=O)O)NC1=O	-13	6	-4	-3	-7	-11	2	-4
COc1ccc(CC(=O)Nc2ccc(-c3nnc(-c4ccc(C)cc4)o3)cc2)cc1	-9	-2	-17	20	28	21	-11	2
CCOc1ccc(CSC2=NCCN2)cc1Cl	11	-5	3	3	2	11	6	-13
CCC/C=N/NC(=O)c1[nH]c2c([N+](=O)[O-])cccc2c1C	-20	-10	-3	-3	-13	2	18	25
Cc1cc(C)n2nc(SCC(=O)N(C)C)nc2n1	-6	6	11	-6	-4	-21	1	0
O=C1NC(c2ccc(Br)cc2)Oc2ccccc21 (stereo unspecified)	1	-5	4	6	0	-8	1	26
CNC[C@H](Cc1ccccc1)NC[C@@H](Cc1cccc2ccccc12)NCCc1ccc(C)cc1	96*	-19	22	48*	-31	47	19	2
Cc1ccccc1-c1nc(CS(=O)(=O)CC(=O)N(C)C2CCCCC2)c(C)o1	7	8	-6	-1	2	12	4	14
COCCN(CCOC)C(=O)CN1C(=O)NC(Cc2c[nH]c3ccccc23)C1=O (stereo unspecified)	-10	-10	-11	9	-2	0	-18	-9
COc1ccc(Cl)cc1C(=O)NNC(=O)c1cccc(S(=O)(=O)N(C)C)c1	-12	-2	-10	12	-7	7	-6	3
Fc1ccc(-c2nc3nc4ccccc4nc3n2Cc2ccco2)cc1	5	-9	-94	-1	3	18	-206	-3
COc1ccc(-c2csc(CCn3nc(C)cc3C)n2)cc1OC	-4	-4	-10	0	-1	10	7	-4
COc1ccc(F)cc1C(=O)C1CCCN(Cc2cnc(N3CCCC3)s2)C1 (stereo unspecified)	10	-3	0	-10	-2	-6	13	-19
S=c1[nH]nc(COc2ccccc2)n1/N=C/C(Cl)=C/c1ccccc1	-10	-9	0	13	23	24	-7	11
COc1cccc(OC)c1OCC(=O)Nc1ccc(S(=O)(=O)N2CCCC2)cc1	7	2	3	10	5	-8	-9	-7
COc1cccc(N2CCN(Cc3ccco3)CC2)c1	-5	-2	-16	2	-4	6	-8	7
CC(=O)Nc1ccc(NC(=O)C(C)OC(=O)C(C)SCC(=O)Nc2ccc(C)cc2)cc1 (stereo unspecified)	-6	-4	-26	4	-12	2	-19	-17
Cc1nnc(SCC(N)=O)n1CCc1ccccc1	-9	-3	-17	9	5	-20	-9	2
Cc1ccc(S(=O)(=O)CC(O)COc2ccc(F)cc2Cl)c(C)c1 (stereo unspecified)	7	0	3	9	-10	10	-9	28
COc1ccc(N2CCN(CC(O)COc3c(OC)cccc3OC)CC2)cc1 (stereo unspecified)	6	7	-11	-4	-7	10	9	5
CC1CC[C@@]2(OC1)O[C@H]1CC3[C@@H]4C[C@@H](O)[C@@]5(O)C[C@@H](O)[C@H](O)C[C@]5(C)[C@H]4CC[C@]3(C)[C@H]1[C@@H]2C (stereo partly specified)	2	-2	-10	-4	-6	3	8	6
COc1cc(C(=S)N2CCC(Cc3ccccc3)CC2)ccc1OCC(N)=O	6	-4	-1	13	-6	7	16	21
COc1cccc2sc(N(CCN(C)C)C(=O)/C=C/c3cccs3)nc12	-7	-6	15	-12	4	3	8	4

# Next part:
SMILES	UBC13 inh	SENP8 block	Jurkat NFkB inh	Apaf-1 inh	EBI2 antag	CCR6 antagonist	697 NFkB inh	Gli-Sufu antag
Cc1cccc(C)c1NC(=O)CSc1nc2[nH]c(=O)cc(O)c2s1	-14	4	7	-3	9	4	-9	-1
CCn1c(/N=C/c2c[nH]c3ccccc23)nc2ccccc21	26	53*	11	-2	-2	-16	30	6
O=C(C[n+]1cc(-c2ccccc2)n2c1CCC2)c1cccs1	3	-2	-15	-6	-3	8	-11	-5
CC(=O)c1c(N2CCCCC2)nc(=S)n(Cc2ccccc2)c1C	5	1	3	-8	-7	-1	12	7
COc1ccc(-c2c(N)n[nH]c2C)cc1OC	3	6	-4	1	-11	-1	8	-4
Cc1ccc(-c2c3c([nH]c(=S)c2C#N)CCCC3)o1	-5	14	2	39	-18	-2	-2	3
CC(=O)Nc1ccc(NC(=O)COC(=O)C2CCC(C(C)(C)C)CC2)cc1 (stereo unspecified)	-9	-11	4	19	-1	-1	-17	-7
COc1ccc(C(=O)C2CCCN(Cc3nc4ccccc4nc3C)C2)cc1OC (stereo unspecified)	7	-4	3	-6	21	13	7	21
Nn1c(Cc2cccc3ccccc23)nnc1SCC(=O)NCC1CCCO1 (stereo unspecified)	-5	-5	-13	-1	-22	3	-27	7
O=C(Cc1ccc2c(c1)OCO2)NN=Cc1ccc([N+](=O)[O-])o1	-19	-14	-3	11	-7	-2	12	0

# Compound activity (PubChem BioAssay)
